Efflux pump mplx: inhibitors of Candida efflux pumps in yeast, primary screen, S. cerevisiae, Nile Red, multiplex; S. cerevisiae Candida pump triplex; inhibition, % at 10 µM; actives 0.44% (n = 330,000);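 active = plate passing quality check with inhibition over a set limit, or well fluorescence over plate mean plus 4 SD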;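 also: Nile Red retained in pooled yeast measured as flow cytometry median fluorescence; 0% = buffer negative control and 100% = Enniatin B positive control; higher means more Nile Red kept so more efflux inhibition; some compounds called inactive have numbers as strong as hits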
GASC-1 inh: inhibitors of GASC-1 histone demethylase, primary screen, biochemical, fluorescence, DELFIA europium; Lysine-specific demethylase 4C (Homo sapiens), Q9H3R0; GST-JMJD2C(1-420) H3K9me3 demethylation; inhibition, % at 2.35 µM; actives 0.069% (n = 330,000);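 active = more than half of a compound's replicate wells show inhibition beyond 50%, single wells judged on their own value; inconclusive = some, but no more than half, of replicates pass 50% inhibition; inactive = no replicate passes 50% inhibition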;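 also: signal counts dimethyl H3K9 product captured on neutravidin plate; 0% = median of DMSO wells and 100% = 0.3 times that DMSO median; strong numbers were not always called active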
TPT1 inh: Candida albicans TPT1 enzyme inhibitors, primary screen, biochemical, fluorescence polarization; tRNA 2'-phosphotransferase TPT1 (Candida albicans SC5314); recombinant caTPT1, FP RNA substrate dephosphorylation; inhibition, % at 5 µM; actives 0.81% (n = 300,000); AID 1962, 2009;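 active = inhibition above the mean of all tested compounds plus 3 SD, set per screening campaign, cut at about 24% in these data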;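 also: plate controls were DMSO alone for no effect and ferristatin control at 100 nM for full effect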
PREPL inh: PREPL enzyme inhibitors, primary screen, biochemical, fluorescence polarization | inhibition, % at 5.96 µM | Prolyl endopeptidase-like (Homo sapiens), Q4J6C6 | actives 0.68% (n = 320,000) | AID 2751, 2010 | recombinant PREPL, fluorescence polarization activity-based probe; in the data active = inhibition above about 43%;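 also: 0% = enzyme with DMSO and 100% = wells lacking enzyme; many of its hits are not listed in these tables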
HCV core dimer: inhibitors of HCV core protein dimerization, primary screen, biochemical, TR-FRET, high-throughput. actives 0.33% (n = 300,000). inhibition, % at 5 µM. TR-FRET GST/Flag-core106 dimerization, 1536-well. AID 1899, 2009;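 active = inhibition above the mean of all tested compounds plus 3 SD, set per screening campaign, cut at about 45% in these data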
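Test system: GST/Flag-tagged HCV core106 proteins; Medium: KF-containing HEPES buffer, pH 7.45, DTT, CHAPS, BSA; Times: compound-protein-antibody incubation 4 h at 22.5 °C; Detection: TR-FRET 671 and 617 nm emission; Benchmarks: wells lacking GST-core106 and wells with excess unlabelled core106.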
LYPLA2 inh: LYPLA2 inhibitors, primary screen, counter-screen for PME1 inhibitor project, biochemical, fluorescence polarization, FP-Rh probe ABPP. Acyl-protein thioesterase 2 (Homo sapiens), O95372. inhibition, % at 5.9 µM. recombinant LYPLA2. AID 2177, 2009. actives 0.38% (n = 320,000);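 active = inhibition above the screen-wide mean plus 3 SD, limit set per campaign, cut at about 26% in these data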;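 also: 0% = LYPLA2 with DMSO and 100% = wells lacking LYPLA2 enzyme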
Target sequence (O95372 whole entry, looked up): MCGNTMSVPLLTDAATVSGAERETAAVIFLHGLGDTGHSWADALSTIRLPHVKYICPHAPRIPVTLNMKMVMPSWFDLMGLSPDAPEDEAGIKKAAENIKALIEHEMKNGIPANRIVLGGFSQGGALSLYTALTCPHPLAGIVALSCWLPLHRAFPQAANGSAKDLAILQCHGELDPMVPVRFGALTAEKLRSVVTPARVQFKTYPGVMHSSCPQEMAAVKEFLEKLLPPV
PP5 primary: PP5 phosphatase inhibitors, primary screen, biochemical, fluorescence; inhibition, % at 6.7 µM; actives 0.18% (n = 320,000); purified PP5c, OMFP substrate fluorescence; Serine/threonine-protein phosphatase 5 (Homo sapiens), P53041;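 active = inhibition above the campaign's mean inhibition across all tested compounds plus 3 SD, cut at about 9.5% in these data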;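 also: 0% = DMSO only and 100% = 100 µM cantharidin control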
Target sequence (P53041 whole entry, looked up): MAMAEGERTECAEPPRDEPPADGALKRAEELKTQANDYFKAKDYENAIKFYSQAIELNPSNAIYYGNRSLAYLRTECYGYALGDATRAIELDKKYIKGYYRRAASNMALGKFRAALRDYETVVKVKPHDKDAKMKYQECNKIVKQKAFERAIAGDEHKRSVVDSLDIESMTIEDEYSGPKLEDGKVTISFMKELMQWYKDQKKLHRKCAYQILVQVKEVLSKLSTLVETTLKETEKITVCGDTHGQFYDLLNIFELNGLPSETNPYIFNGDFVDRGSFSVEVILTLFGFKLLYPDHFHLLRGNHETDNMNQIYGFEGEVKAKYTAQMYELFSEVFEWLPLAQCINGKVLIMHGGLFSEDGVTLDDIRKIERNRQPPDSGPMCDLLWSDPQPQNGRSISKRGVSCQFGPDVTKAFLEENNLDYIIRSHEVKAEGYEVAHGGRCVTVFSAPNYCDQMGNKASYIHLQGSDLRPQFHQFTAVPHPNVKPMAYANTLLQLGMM
PP1 inh: PP1-alpha phosphatase inhibitors, primary screen, counter-screen for PP5 inhibitor project, biochemical, fluorescence, OMFP substrate, single point; Serine/threonine-protein phosphatase PP1-alpha catalytic subunit (Homo sapiens), P62136; purified PP1alpha; inhibition, % at 6.7 µM; actives 0.9% (n = 320,000);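 active = inhibition above the mean inhibition of all tested compounds plus 3 SD, computed separately for each screening campaign, cut at about 15% in these data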
Target sequence (P62136 whole entry, looked up): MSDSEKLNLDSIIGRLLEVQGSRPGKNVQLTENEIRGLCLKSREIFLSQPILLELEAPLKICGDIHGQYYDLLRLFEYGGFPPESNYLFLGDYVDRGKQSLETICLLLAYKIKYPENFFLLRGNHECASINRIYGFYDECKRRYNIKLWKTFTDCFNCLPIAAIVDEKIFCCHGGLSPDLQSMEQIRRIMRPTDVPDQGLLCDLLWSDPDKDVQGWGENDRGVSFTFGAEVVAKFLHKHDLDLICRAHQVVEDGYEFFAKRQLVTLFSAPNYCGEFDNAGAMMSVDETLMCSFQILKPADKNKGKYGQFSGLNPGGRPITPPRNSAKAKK
Fh CTSL1 inh: Fasciola hepatica cathepsin L1 inhibitors, primary screen, counter-screen for PFM18AAP inhibitor project, biochemical, QFRET, fluorogenic peptide substrate | recombinant F. hepatica cathepsin L1, Z-Leu-Arg-MCA fluorescence | AID 1906, 2009 | actives 0.49% (n = 300,000) | inhibition, % at 5.96 µM;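 active = inhibition above the mean of all tested compounds plus 3 SD, set per screening campaign, cut at about 17% in these data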;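 also: 0% = plate median of test compound wells and 100% = 1 µM Z-Phe-Ala-diazomethylketone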
Numbers without * were called inactive; ? = inconclusive; · = no result given; & = joins results of further samples. An excerpt; count on the stated rates, not on these rows.

SMILES	Efflux pump mplx	GASC-1 inh	TPT1 inh	PREPL inh	HCV core dimer	LYPLA2 inh	PP5 primary	PP1 inh	Fh CTSL1 inh
O=C(O)C1CCN(C(=O)CSc2nc3cc(Cl)ccc3c(=O)n2Cc2ccccc2)CC1	-0.1	-2	-4	7	6	1	-1.1	0	2
COc1ccc(NC(=O)CSc2nnc3ccc(-c4ccncc4)nn23)cc1	-0.2	12	-3	5	-5	8	-1.8	-3	1
COc1nc(NC(C)(C)C)nc(Oc2ccc(=O)n(C)n2)n1	0.0	?	0	3	-2	-1	1.8	1	1
Cc1ccc(CSCC2Nc3ccc(C(=O)N4CCN(c5ccc(F)cc5)CC4)cc3NC2=O)cc1 (stereo not given)	0.2	1	133*	23	67*	-11	0.4	18*	4
CCCCNCc1ccc(SC)cc1	0.0	-11	2	-1	-9	0	0.7	-2	1
O=C(CSc1ccc2nnc(-c3cccnc3)n2n1)Nc1ccc(F)cc1F	0.0	12	1	1	2	-1	2.6	-7	-5
Cc1ccc2nc(-c3ccccn3)cc(C(=O)Nc3ccc4c(c3)OCO4)c2c1	0.1	5	2	-4	5	2	0.6	-2	1
Cc1ccc2cccc(NC(=S)NC(=O)c3ccnn3C)c2n1	0.0	1	3	-4	5	2	0.2	-2	0
Cc1ccccc1NC(=S)N1CCC(NC(=O)c2ccco2)CC1	-0.1	4	0	4	1	-1	1.6	-4	3
COc1ccc(CCNC(=O)c2ccc3c(c2)N(Cc2ccc(F)cc2)CCS3)c(OC)c1	0.1	12	2	13	2	-2	3.0	10	3
Cc1ccc(NC(=O)N2CCCC2C(=O)NCC2CCCO2)cc1 (stereo not given)	-0.1	27	-1	-1	7	-6	0.5	-4	-2
COc1cc(NC(=O)CSc2nnnn2-c2ccccc2)cc(OC)c1OC	0.0	-1	-8	3	0	8	-1.4	-1	2
COc1cc2c(=O)n(CCC(=O)NCC3CCCO3)c(=O)n(CC(=O)c3ccc(Cl)cc3)c2cc1OC (stereo not given)	0.1	2	-2	-13	1	3	0.1	-3	3
O=C(NP(=O)(N1CCCC1)N1CCCC1)C1=C(N2CCOCC2)/C(=C/c2cccc([N+](=O)[O-])c2)CC1	0.2	4	2	8	13	9	1.3	3	1
C=CCNC(=O)/C(C#N)=C\c1cc(Cl)c(OCC)c(OC)c1	0.6	-15	1	3	-5	0	-2.4	-6	0
O=C(Nc1ccc2[nH]c3c(c2c1)CCCC3)c1ccco1	-0.1	15	-9	15	47*	-4	2.4	2	4
CCOC(=O)Cc1cc(=O)[nH]c(/N=C(\N)Nc2ccc(OC)cc2)n1	0.4	-6	0	8	-4	0	-1.7	-5	2
O=C(O)C(F)(F)C(NCc1ccccc1)c1ccccc1 (stereo not given)	0.2	-19	2	17	-4	-2	-1.0	-5	1
CCOc1ccc2nc(SC3CC(=O)N(c4ccc(OC)cc4)C3=O)sc2c1 (stereo not given)	0.1	7	2	2	5	2	0.2	4	1
Cc1ccccc1NC(=O)COc1ccc(S(=O)(=O)N2CCCC2)cc1C	0.8	1	1	-1	11	0	-2.2	0	2
CCCCOCC(O)Cn1c(C)nc2ccccc21 (stereo not given)	0.1	10	-1	0	-4	-5	0.9	-4	-5
CSc1nc(C2CC2)cc(-c2cccs2)c1C#N	-0.1	-2	0	11	-1	-1	1.7	-3	4
CN(C(=O)COn1nnc2ccc(S(=O)(=O)N3CCOCC3)cc21)c1ccccc1	0.0	5	1	14	-1	3	0.7	0	-6
CC(C)(C)SCCNS(=O)(=O)c1ccc2ccccc2c1	-0.1	-4	-3	-11	-3	-5	4.1	1	0
CSCCC(NS(=O)(=O)c1ccc2c(c1)Cc1cc(S(=O)(=O)NC(CCSC)C(=O)O)ccc1-2)C(=O)O (stereo not given)	-0.1	2	1	18	0	0	0.4	0	0
CN1CCN(C(=O)/C(=C/c2cccs2)NC(=O)c2cccs2)CC1	0.1	4	-2	10	-10	-6	1.0	-5	0
COc1ccc(NC(=S)NN2CCOCC2)cc1OC	0.0	-1	-3	11	-5	11	3.3	0	-1
Cc1ccc(OCCNS(=O)(=O)c2ccc(Cl)cc2)cc1	-0.2	-6	·	-27	·	7	5.7	1	·
Cn1nc(C(=O)NCc2ccccc2)c2ccccc2c1=O	0.0	10	-3	-6	-1	1	0.0	-4	2
COc1ccc(S(=O)(=O)NCc2ccc(C(=O)O)cc2)cc1	-0.1	-1	3	9	-6	-1	2.5	1	-4
Cc1ccc2nc(SCC(=O)Nc3ncccn3)[nH]c2c1	0.6	4	5	12	-4	-8	-2.7	-4	1
COC(=O)c1sc(NC(=O)COc2cccnc2[N+](=O)[O-])c(C(=O)OC)c1C	0.0	-4	·	7	·	-12	4.6	27*	·
COc1ccc(C(=O)NCCn2nc(C)cc2C)cc1OC1CCN(C(C)=O)CC1	-0.1	-2	-2	7	-2	3	1.2	3	2
CCCNS(=O)(=O)c1ccc(OCC(=O)Nc2ccc3c(c2)OCCO3)cc1	0.0	-1	0	-1	7	-1	1.0	-2	0
CCC1CCCCN1C(=S)NCc1ccccc1 (stereo not given)	0.3	-7	-4	-2	-2	3	-1.2	-3	-3
Cc1ccc(C2=Nc3ccccc3N=C(c3ccc([N+](=O)[O-])cc3)C2)c(O)c1	0.2	5	-3	3	-3	1	3.6	0	2
O=c1[nH]c(=O)n(C2CCCO2)cc1F (stereo not given)	0.3	4&-12	4	7	9	1	4.0	-7	-10
CCn1c(SCC(=O)OC)nnc1-c1ccc(C)cc1	0.0	11	2	-7	-5	-2	-0.5	1	-4
CN1C(=O)Cc2cc(S(=O)(=O)NCCc3ccccc3)ccc21	0.0	2	1	-1	5	-12	1.8	1	6
CC[C@H](C)NC(=O)c1ccc(Cn2c(=S)[nH]c3c([nH]c4ccc(OC)cc43)c2=O)cc1	0.2	-5	-2	4	5	0	-1.0	-1	2
CCCn1c(CN(Cc2ccccc2)Cc2ccccc2)nc2c1c(=O)n(C)c(=O)n2C	0.1	-4	1	27	20	-4	5.0	6	6
Cc1cc(C)n(C2CC(=O)N(c3ccc(C)c(Cl)c3)C2=O)n1 (stereo not given)	0.2	-8	-2	-9	0	-7	2.4	-6	-10
Brc1ccccc1/C=N/Nc1ccccn1	0.0	-6	-2	-1	2	-3	-2.6	-6	1
O=S(=O)(C=C(c1ccccc1)c1ccccc1)c1ccccc1	0.3	-25	-7	4	13	-8	-0.4	0	-1
CC(=O)Nc1c(C)cc(S(C)(=O)=O)cc1C	0.2	1	3	3	-6	-2	-1.5	-1	3
Cc1ccc(NC(=O)[C@H](Cc2ccccc2)NC(=O)[C@@H]2Cc3ccccc3CN2)c(C)c1	-0.1	-11	0	6	-3	-2	1.5	-2	-4
O=C(NCCCN1CCOCC1)c1cccnc1	1.2	-2	-1	-1	-7	5	1.4	1	0
CNC(=S)Nc1cccc(Cl)c1C	0.1	41	-2	-6	-3	4	-2.0	-1	2
O=S(=O)(c1ccc(S(=O)(=O)N(Cc2ccco2)Cc2ccccc2Cl)cc1)N1CCCC1	0.1	-4&-20	-2	1	6	-4	-1.6	-12	1
Cn1c(SCC(=O)N2CCOCC2)nnc1-c1ccco1	-0.1	6	1	0	-3	1	1.3	-1	3
Cc1ccc(CC(NC(=O)c2ccccc2)C(=O)NC(Cc2ccccc2)C(=O)O)cc1 (stereo not given)	0.3	-2	-5	12	4	5	-1.4	-1	-2
COc1ccccc1CNC(=O)c1ccccc1C(=O)NC(CC(C)C)C(=O)NCc1ccccc1OC (stereo not given)	-0.2	0	-1	-4	9	4	-1.7	0	3
Oc1c(C(Nc2cccc(C(F)(F)F)c2)c2cccnc2)ccc2cccnc12 (stereo not given)	-0.4	3	-2	2	2	7	1.5	12	1
COc1ccc(OC)c(S(=O)(=O)N(C)CC(=O)N2CCOCC2)c1	0.0	7	-3	3	4	1	0.6	-1	2
CCOc1ccc(NC(=O)CN(C)C(=O)C2CCN(c3ncnc4sc(C)c(C)c34)CC2)cc1OCC	0.3	1	2	10	9	1	3.5	-4	-2
CC1CCCN(Cc2cccc(Oc3ccccc3)c2)C1 (stereo not given)	-0.1	4	-3	8	0	2	-0.4	-2	7
C[C@H](NC(=O)c1[nH]cnc1C(=O)Nc1ccc(Cl)cc1)C(=O)OC(C)(C)C	-0.1	7	-2	-2	-4	-3	0.3	-1	5
Cc1ccc(C(C(=O)NCc2ccc(F)cc2)N(C(=O)c2csnn2)C2CC2)cc1 (stereo not given)	0.0	-3	-3	0	1	6	-2.0	-3	-1
Cc1ccc(OCCCn2c(CO)nc3ccccc32)cc1	0.0	-1	0	-6	-6	7	3.8	1	-1
CN(C)S(=O)(=O)c1ccc(C(=O)NNc2nc(-c3ccccc3)c3cc(Br)ccc3n2)cc1	-5.8	-10	-1	23	25	-8	2.3	4	4

(more compounds)
SMILES	Efflux pump mplx	GASC-1 inh	TPT1 inh	PREPL inh	HCV core dimer	LYPLA2 inh	PP5 primary	PP1 inh	Fh CTSL1 inh
CCOC(=O)C1(Cc2cccc(OC)c2)CCCN(C(=O)c2cc(C)oc2C)C1 (stereo not given)	-0.1	3	0	-1	8	1	2.0	-5	-7
Cn1c(=O)c2c(nc(N3CCCC3)n2C)n(C)c1=O	0.1	-2	-2	-4	0	9	3.1	-1	5
CCN1C(=O)S/C(=C/c2ccsc2)C1=O	0.0	-2	-1	1	3	9	1.1	0	1
O=C(COc1ccc(/C=N/NC(=O)C(=O)N2CCCCC2)cc1)Nc1ccccc1Cl	0.7	-24	1	6	1	-3	2.7	-3	1
CSc1ncccc1C(=O)N(C)CC(=O)Nc1ccc(Cl)cc1	0.0	17	3	-2	-5	7	0.1	0	-3
O=C(CCl)c1ccc2c(c1)CCN2C(=O)C1CC1	0.4	108	1	13	-9	1	-0.5	9	13
COCc1c(C(=O)N/N=C(\C)c2ccc(Cl)s2)nnn1-c1nonc1N	0.9	3	-5	17	-18	-3	1.8	-1	-1
COc1ccc(CC(=O)OCC(=O)NC(=O)Nc2ccccc2F)cc1	-0.1	-4	·	10	·	6	3.1	5	·
CC(=O)Nc1nc(C)c(CCCOc2ccc([N+](=O)[O-])cc2)c(=O)[nH]1	0.0	-21	-2	2	7	3	-1.0	-1	-1
Cc1oc(-c2ccccc2)nc1CC(=O)O	-0.1	8	1	1	2	2	3.0	0	-5
CCCCN(CC(=O)Nc1c(C)cccc1CC)C(=O)SCC	-0.1	5	1	-3	-2	-2	0.8	0	-1

Assay outcomes: PubChem, several laboratories
